D1 agonist: Allosteric Agonists of the Human D1 Dopamine Receptor: qHTS. 1% of 360,000 active. HEK293 T-REx D1 cells, calcium flux, agonist mode. activation, % at 2 µM. AID 504660, 2011. D(1A) dopamine receptor (Homo sapiens), P21728; in the data active means activation above about 30%; further: 0% is about no effect
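Tetracycline-induced HEK293 TREx D1 cells, force-coupled to calcium signalling, were dye-loaded with a no-wash calcium kit. Compound was pin-added after a 10 s baseline. Fluorescence was read kinetically at 1 cycle/s for 180 s, with calcium rises flagged as agonism.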
GRP78 ERSR act: qHTS for Inducers of the Endoplasmic Reticulum Stress Response (ERSR) in Human Glioma: qHTS; U87-MG GRP78 promoter luciferase reporter, 16 h; Potency, µM, without a hit: at the highest dose activation, usual class: activators; 0.02% of 420,000 active; AID 602332, 2012; further: potency means the concentration at half of the fitted maximal effect; series mostly up to about 76 µM; % of control where 0% means no effect; nearly all actives have a fitted effect of over 35% in size
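Stably transfected U87-MG glioma cells carrying a GRP78-based luciferase sensor; 16 h compound incubation. Luminescence end-point read 10 min after Bright-Glo addition at room temperature.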
D1 antagonist: Antagonist of Human D 1 Dopamine Receptor: qHTS; HEK293 TREx D1 cells, calcium flux, dopamine EC80; hits give low values; 3.2% of 360,000 active; activity change, negative = inhibition, % at 10 µM; D(1A) dopamine receptor (Homo sapiens), P21728; in the data active means activity change below about -30%; further: on the % scale 0 is the no-effect control and ±100 the full control effect
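Antagonism measured as reduced calcium response to an EC80 dopamine addition following 180 s compound pre-read; cells were inducible HEK293 Trex D1 plated overnight at 30 C, read kinetically at 1 cycle/sec.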
RXFP1 agonist: qHTS Assay for Agonists of the Relaxin Receptor RXFP1; AID 2676, 2010; 0.3% of 370,000 active; HEK293T-RXFP1 cAMP TR-FRET, 30 min; response scale: percent of porcine relaxin response, buffer zero; Potency, µM (highest dose often 57.5 µM), for the others: top-dose activation, hits mostly activators; further: potency means the concentration at half of the fitted maximal effect; on the % scale 0 is the no-effect control and ±100 the full control effect; nearly all actives have a fitted effect of over 60% in size; many of its hits are not listed in these tables
Target sequence (Q9HBX9 whole entry, looked up): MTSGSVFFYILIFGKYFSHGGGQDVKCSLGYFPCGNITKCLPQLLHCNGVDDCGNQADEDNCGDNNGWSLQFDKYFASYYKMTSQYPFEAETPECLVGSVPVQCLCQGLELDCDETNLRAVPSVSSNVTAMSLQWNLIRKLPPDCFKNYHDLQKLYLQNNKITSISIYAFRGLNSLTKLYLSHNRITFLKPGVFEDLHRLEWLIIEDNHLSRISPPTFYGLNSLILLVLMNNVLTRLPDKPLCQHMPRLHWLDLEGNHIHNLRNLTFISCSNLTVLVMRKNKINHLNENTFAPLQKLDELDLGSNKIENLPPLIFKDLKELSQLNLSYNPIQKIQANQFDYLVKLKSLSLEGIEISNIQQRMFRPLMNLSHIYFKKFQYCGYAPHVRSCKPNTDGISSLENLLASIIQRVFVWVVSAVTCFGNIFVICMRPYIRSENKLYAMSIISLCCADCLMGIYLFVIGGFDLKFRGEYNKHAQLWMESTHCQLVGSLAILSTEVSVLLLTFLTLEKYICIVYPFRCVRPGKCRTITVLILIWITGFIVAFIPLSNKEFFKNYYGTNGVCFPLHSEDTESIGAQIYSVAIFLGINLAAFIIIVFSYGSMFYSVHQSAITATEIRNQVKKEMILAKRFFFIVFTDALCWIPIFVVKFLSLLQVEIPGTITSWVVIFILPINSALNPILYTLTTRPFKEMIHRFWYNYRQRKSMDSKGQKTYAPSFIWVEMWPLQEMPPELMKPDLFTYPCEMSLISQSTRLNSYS
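HEK293 cells stably expressing RXFP1, treated 30 min at 37C with compounds plus PDE4 inhibitor Ro 20174; cAMP measured by HTRF TR-FRET. Normalized to buffer and 29 nM porcine relaxin; EC50 by Hill fit.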
Vif-A3G inh: qHTS for Inhibitors of Vif-A3G Interactions: qHTS; HeLa A3G-eYFP + Vif (tagged APOBEC3G with the HIV-1 protein that degrades it), YFP fluorescence, overnight; DNA dC->dU-editing enzyme APOBEC-3G (Homo sapiens), Q9HC16; AID 602310, 2012; Potency, µM (highest dose often 46.1 µM), for inactives: at the highest dose activity, negative = active, usual class: inhibitors; 0.076% of 410,000 active;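 further: potency means the concentration at half of the fitted maximal effect; on the % scale 0 is the no-effect control and ±100 the full control effect; nearly all actives have a fitted effect of over 60% in size; hits raise eYFP signal because A3G escapes Vif-driven loss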
Target sequence (Q9HC16 whole entry, looked up): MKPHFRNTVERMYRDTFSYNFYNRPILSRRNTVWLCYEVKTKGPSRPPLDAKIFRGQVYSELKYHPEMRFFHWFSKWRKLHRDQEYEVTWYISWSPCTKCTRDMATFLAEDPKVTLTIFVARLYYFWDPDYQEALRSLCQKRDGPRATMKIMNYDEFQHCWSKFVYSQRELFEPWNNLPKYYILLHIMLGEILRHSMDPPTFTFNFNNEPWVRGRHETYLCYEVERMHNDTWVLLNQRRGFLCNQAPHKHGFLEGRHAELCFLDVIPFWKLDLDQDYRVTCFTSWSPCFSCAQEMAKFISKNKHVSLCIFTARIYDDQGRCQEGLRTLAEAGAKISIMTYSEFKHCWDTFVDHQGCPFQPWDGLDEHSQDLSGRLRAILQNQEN
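HeLa cells stably expressing Vif and C-terminally eYFP-tagged A3G, seeded overnight at 37 deg C, then exposed to compound by pintool overnight at 37 deg C. Rise in yellow fluorescence (Ex 488/Em 500-530, Acumen) marks blocked Vif-driven A3G degradation.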
D1 potentiator: Potentiators of Human D1 Dopamine Receptor: qHTS; potentiation, % at 10 µM; AID 504651, 2011; 0.036% of 360,000 active; HEK293 TREx D1 cells, calcium flux, dopamine EC20 potentiation; D(1A) dopamine receptor (Homo sapiens), P21728; in the data active means potentiation above about 30%; further: 0% is about no effect
Vif-A3F inh: qHTS for Inhibitors of Vif-A3F Interactions: qHTS; HeLa A3F-eYFP + Vif (tagged APOBEC3F with the HIV-1 protein that degrades it), YFP fluorescence increase; Potency, µM (titrated, usually from 46.1 µM), for the others: top-dose activity, negative = active; 0.2% of 390,000 active; further: potency means the concentration at half of the fitted maximal effect; % of control where 0% means no effect; nearly all actives have a fitted effect of over 65% in size
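HeLa cells stably expressing A3F-eYFP plus Vif, plated and incubated overnight at 37 deg C, then exposed to compounds overnight at 37 deg C. Blocked degradation read as raised yellow fluorescence (Ex 488/Em 500-530).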
D2 potentiator: HTS Assay for Positive Allosteric Modulators of the Human D2 Dopamine Receptor: Primary Screen for Potentiators | potentiation, % at 10 µM | 0.34% of 340,000 active | HEK293 T-REx D2, calcium flux, EC20 dopamine potentiation | D(2) dopamine receptor (Homo sapiens), P14416;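 active means potentiation over 3 SD above the plate norm, cut at about 30% in these data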; further: 0% is about no effect
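Potentiation of an EC20 dopamine calcium response measured kinetically over 180 s, after a preceding 180 s compound-only read flagging agonists. Cells: inducible Hek293 Trex D2 line, 4000/well, cultured overnight at 30 C before dye loading.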
LDHA inh: qHTS assay for inhibitors of human lactate dehydrogenase. L-lactate dehydrogenase A chain (Homo sapiens), P00338. purified LDHA, NADH/diaphorase-resazurin fluorescence; hits give low values. activity change, % (values are at about 110 or 230 µM). 0.15% of 480,000 active. AID 1347041, 2019; in the data active means activity change below about -30%; inconclusive means mostly about -25% to -30%;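 further: plate controls were DMSO wells for no effect and wells without enzyme for full effect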
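Remaining NADH was detected by diaphorase (0.133 mg/mL) converting 37 µM resazurin to fluorescent resorufin, read at 0 and 20 minutes. The preceding 5-minute room-temperature reaction used 2 nM LDHA, 0.2 mM sodium pyruvate and 0.06 mM NADH at pH 7.4.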
Numbers without * were called inactive; ? = inconclusive; . = not tested or not shown; & = joins results of further samples. Unless noted, the call rests on the fitted dose curve; in most records, active means well fitted curve in the direction sought with a large enough effect; inconclusive means small, poorly fitted or top-dose-only effect, or another doubt; inactive means no such curve, though single readings can be large; an effect the other way counts as inactive or inconclusive. The list is partial. The share of hits here may be higher or lower than overall.

#1 COC(=O)c1ccc(COC(=O)c2cccnc2Cl)cc1
#2 CC(=O)Nc1ccc2nc(SCC(=O)Nc3ccc(N4CCOCC4)c(Cl)c3)sc2c1
#3 CCC1(c2ccccc2)NC(=O)N(CC(=O)Nc2cc(S(=O)(=O)N3CCCCC3)ccc2OC(C)C)C1=O (stereo not drawn)
#4 COc1ccc(NC(=O)CCN2C(=O)C3CC=CCC3C2=O)cc1S(=O)(=O)N1CCCCC1 (stereo not drawn)
#5 CCOC(=O)c1cc(-c2ccccc2)n[nH]1
#6 CCCN(CC1CC1)C(=S)NC(=O)c1ccccc1Br
#7 CCOC(=O)c1cccc(NC(=O)CCc2nc(-c3ccccc3F)no2)c1
#8 O=C(CCCCn1c(=O)c2ccccc2n(Cc2cccc(Cl)c2)c1=O)NCc1ccc2c(c1)OCO2
screen / no.	1	2	3	4	5	6	7	8
D1 agonist	12	5	-2	2	3	1	10	5
GRP78 ERSR act	6%	4%	-3%	-4%	9%	0%	-3%	-3%
D1 antagonist	-23	5	9	8	8	22	1	3
RXFP1 agonist	0.3%	2.3%	2.6%	-0.4%	-0.8%	1.7%	1.8%	4.6%
Vif-A3G inh	5%	2%	-3%	-2%	1%	1%	-5%	-16%
D1 potentiator	-5	-3	-3	-1	-3	.	-2	1
Vif-A3F inh	9%	2%	23%	-19%	17%	?	0%	-7%
D2 potentiator	-9	13	9	1	-1	-8	-1	3
LDHA inh	-4	-9	-1	-9	0	-5	-3	1

Reprinted from the entries so far (2 entries):
#7 CCOC(=O)c1cccc(NC(=O)CCc2nc(-c3ccccc3F)no2)c1
#8 O=C(CCCCn1c(=O)c2ccccc2n(Cc2cccc(Cl)c2)c1=O)NCc1ccc2c(c1)OCO2
screen / no.	7	8
D1 agonist	10	5
GRP78 ERSR act	-3%	-3%
D1 antagonist	1	3
RXFP1 agonist	1.8%	4.6%
Vif-A3G inh	-5%	-16%
D1 potentiator	-2	1
Vif-A3F inh	0%	-7%
D2 potentiator	-1	3
LDHA inh	-3	1

More entries follow.
#9 CC1=NN(C(=O)c2nn(C)cc2Br)C(O)(C(F)(F)F)C1 (stereo not drawn)
#10 Cc1ccc(NC(=O)COC(=O)/C=C/c2cccs2)c(C)c1
#11 COCc1[nH]c(=S)c(C#N)cc1C(=O)OC
#12 CCCN(CC(=O)Nc1ccc(F)c(F)c1F)C(=O)c1ccc(N2CCCC2=O)cc1
#13 CN(C)c1ccc(CN(C(=O)c2ccc(Cl)c([N+](=O)[O-])c2)C2CCS(=O)(=O)C2)cc1 (stereo not drawn)
#14 O=C(CSc1nnc(Nc2ccccc2)s1)NCc1ccco1
#15 COc1ccc(CCNC(=O)C2CCN(S(=O)(=O)c3ccc(C)cc3)CC2)cc1OC
#16 Cc1cc(Br)cc2c1NC(=O)C2(c1c(C)n(C)n(-c2ccccc2)c1=O)c1c(C)n(C)n(-c2ccccc2)c1=O
screen / no.	9	10	11	12	13	14	15	16
D1 agonist	5	1	1	1	0	1	3	4
GRP78 ERSR act	7%	-2%	3%	-2%	8%	-1%	-2%	-3%
D1 antagonist	-4	3	-16	-6	2	4	-11	-13
RXFP1 agonist	2.1%	-0.3%	?	0.1%	-1.2%	-0.7%	7.3%	0.3%
Vif-A3G inh	-3%	1%	1%	3%	-2%	1%	-1%	-1%
D1 potentiator	-4	-1	-6	-2	-8	-4	-3	-7
Vif-A3F inh	-2%	-13%	-3%	0%	6%	4%	1%	5%
D2 potentiator	12	-8	-2	-2	-5	-3	6	.
LDHA inh	-8	-5	0	-11	1	-4	-2	-1

#17 N/C(=N\OC(=O)N1CCOCC1)c1ccc(Br)cc1
#18 O=C(Cn1cnc2ccccc2c1=O)c1ccc(Cl)cc1
#19 COc1cc(NC(=O)CSc2nccc(=O)[nH]2)c(C)cc1[N+](=O)[O-]
#20 Cc1cc(/C=C(\C#N)C(=O)OCC(=O)N(C)c2c(N)n(Cc3ccccc3)c(=O)[nH]c2=O)c(C)n1CC(C)C
#21 COc1ccc(-c2nc3c4ccccc4ccn3c2CN2CCCCC2)cc1
#22 CC(C)c1ccc(NC(=O)CCN2C(=O)c3ccc([N+](=O)[O-])cc3C2=O)cc1
#23 COc1ccc(C)cc1S(=O)(=O)N1CCC(C(=O)N2CCN(C)CC2)CC1
#24 Cc1nc(NC(=O)C23CC4CC(CC(C4)C2)C3)sc1Cc1ccc2c(c1)OCO2
screen / no.	17	18	19	20	21	22	23	24
D1 agonist	0	2	0	.	3	5	1	7
GRP78 ERSR act	2%	0%	-1%	0%	1%	-7%	-3%	7%
D1 antagonist	1	-42*	23	.	-7	5	3	19
RXFP1 agonist	-5.5%	0.7%	2.9%	.	2.8%	-0.3%	2.3%	-0.9%
Vif-A3G inh	-16%	-1%	2%	-5%	0%	0%	1%	-1%
D1 potentiator	-1	-3	-3	.	-1	6	-1	10
Vif-A3F inh	1%	0%	-8%	-4%	8%	-2%	4%	-10%
D2 potentiator	0	8	6	.	-26	7	.	-3
LDHA inh	2	-2	-6	1	3	-2	-3	-4

Some entries already given with just D1 agonist, GRP78 ERSR act and D2 potentiator:
# | Structure | D1 agonist | GRP78 ERSR act | D2 potentiator
17 | N/C(=N\OC(=O)N1CCOCC1)c1ccc(Br)cc1 | 0 | 2% | 0
18 | O=C(Cn1cnc2ccccc2c1=O)c1ccc(Cl)cc1 | 2 | 0% | 8

(listing goes on)
#25 CC(C(=O)N1CCCCC1)n1sc2ccccc2c1=O (stereo not drawn)
#26 CC1(C)Cc2c(c(N3CCOCC3)nc3snc(Br)c23)CO1
#27 CCOc1ccc(S(=O)(=O)N2CCC(C(=O)NCC3CCCO3)CC2)cc1 (stereo not drawn)
#28 C=CCOc1nc2c(c(=O)n(C)c(=O)n2C)n1Cc1c(Cl)cccc1Cl
#29 Cc1ccc(OCC(=O)N(Cc2ccccc2)C2CCS(=O)(=O)C2)c([N+](=O)[O-])n1 (stereo not drawn)
#30 COC(=O)c1ccc(NC(=O)COC(=O)CCC2CCCC2)cc1
#31 Cc1cccc(-c2sc(Nc3ccccc3)n[n+]2-c2ccccc2)c1
#32 CC(=O)NC(CC(=O)NCCOc1ccccc1F)c1ccccc1 (stereo not drawn)
screen / no.	25	26	27	28	29	30	31	32
D1 agonist	1	0	-1	2	0	13	7	3
GRP78 ERSR act	9%	-3%	2%	-4%	-2%	-7%	-2%	-4%
D1 antagonist	2	-11	4	0	14	-41*	0	-3
RXFP1 agonist	0.0%	4.7%	-1.2%	3.8%	1.9%	2.7%	0.0%	0.9%
Vif-A3G inh	-2%	0%	-2%	0%	0%	-4%	4%	0%
D1 potentiator	-4	-1	1	-7	3	.	-4	-11
Vif-A3F inh	-3%	-2%	4%	-1%	-9%	-20%	0%	11%
D2 potentiator	-2	4	10	.	19	-3	14	.
LDHA inh	-4	-1	-5	-14&-9	-6	-4	4	-9

#33 O=C(CNC(=O)/C=C/c1ccco1)N=Nc1c(O)[nH]c2ccccc12
#34 COc1ccc(-c2cccc(NC(=O)c3ccc4c(c3)OCO4)c2)nn1
#35 O=C(c1ccc(Cl)cc1)N1N=C(c2ccccn2)CC1(O)C(F)(F)F (stereo not drawn)
#36 CC(C)CC(NC(=O)C(CC(C)C)NC(=O)OC(C)(C)C)C(N)=O (stereo not drawn)
#37 CCOc1ccc2nc(NCCNC(=O)C3CC3)c(C)cc2c1
#38 CC1(C)NC(=O)N(CCCCOc2ccc(Cl)cc2C=O)C1=O
#39 CCc1c(C(=O)NC2CCCC2)csc1C
#40 Cc1ccc(NS(=O)(=O)c2cc3c4c(c2)CC(=O)N4CCC3)cc1C
screen / no.	33	34	35	36	37	38	39	40
D1 agonist	0	0	0	3	0	3	4	1
GRP78 ERSR act	0%	-3%	-2%	-2%	2%	2%	-3%	0%
D1 antagonist	-22	1	8	4	-10	.	-30	7
RXFP1 agonist	-0.6%	-0.2%	-2.2%	-1.2%	0.4%	1.4%	1.2%	0.4%
Vif-A3G inh	2%	-1%	2%	0%	0%	0%	-10%	2%
D1 potentiator	-5	-3	7	-3	-5	7	-2	0
Vif-A3F inh	-1%	3%	-6%	4%	-5%	0%	-20%	-2%
D2 potentiator	15	-12	9	2	-7	7	-15	-6
LDHA inh	2	-2	5	-4	-2	-2	-7	-3

#41 CSCc1ccc(C(=O)Nc2cccc(C)c2C)cc1
#42 CCOc1ccc2nc(SCC(=O)NCc3ccco3)sc2c1
#43 Cc1nnc(NC(=O)C(C)Sc2nnc(-c3ccco3)n2C(C)C)s1 (stereo not drawn)
#44 O=C(NC1CCN(S(=O)(=O)c2cccc(F)c2)CC1)c1ccc(F)cc1
#45 CC(C)(C)OC(=O)N1CC2(CCCCC2)CC1Cc1ccc(C(F)(F)F)cc1 (stereo not drawn)
#46 Cc1ccc(S(=O)(=O)N2CCN(C(=O)CSc3ncn[nH]3)CC2)cc1
#47 Cn1cccc1C(=O)N1CCc2ccccc2C1
#48 O=C1[C@@H]2Cc3c([nH]c4ccccc34)C(c3ccc([N+](=O)[O-])cc3)N2C(=O)CN1C1CC1 (stereo partly drawn)
screen / no.	41	42	43	44	45	46	47	48
D1 agonist	2	2	4	1	.	2	-1	1
GRP78 ERSR act	2%	5%	1%	4%	-3%	-4%	10%	-4%
D1 antagonist	-2	0	9	-1	.	-14	17	38
RXFP1 agonist	-1.6%	1.2%	2.2%	-2.0%	.	1.4%	-4.4%	0.1%
Vif-A3G inh	-1%	-9%	-5%	1%	3%	-2%	-3%	3%
D1 potentiator	-6	-5	-6	-1	.	-2	8	-1
Vif-A3F inh	-1%	2%	2%	-2%	-7%	13%	-2%	2%
D2 potentiator	-5	8	23	7	.	.	12	-6
LDHA inh	-10	-1	-3	-6	0	-6	-10	-4
